# Screening results from PubChem.
# EP2 modulator: EP2 receptor modulators, cAMP readout, primary screen, cell-based, HTRF cAMP, PGE2 stimulation | induction, % at 25 µM | Prostaglandin E2 receptor EP2 subtype (Homo sapiens), P43116 | EP2-expressing cells, cAMP HTRF FRET, PGE2 co-stimulation | hit rate 0.83% among 260,000 | AID 940, 2007;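 active = compounds whose cAMP rise, as percent of the full-agonist control response, exceeds 60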;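 also: rat C6 glioma line stably carrying human EP2 under a CMV promoter; the protocol text gives 20 µM as final concentration; 100% = response of wells given 1 µM PGE2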
# Target sequence (P43116 whole entry, looked up): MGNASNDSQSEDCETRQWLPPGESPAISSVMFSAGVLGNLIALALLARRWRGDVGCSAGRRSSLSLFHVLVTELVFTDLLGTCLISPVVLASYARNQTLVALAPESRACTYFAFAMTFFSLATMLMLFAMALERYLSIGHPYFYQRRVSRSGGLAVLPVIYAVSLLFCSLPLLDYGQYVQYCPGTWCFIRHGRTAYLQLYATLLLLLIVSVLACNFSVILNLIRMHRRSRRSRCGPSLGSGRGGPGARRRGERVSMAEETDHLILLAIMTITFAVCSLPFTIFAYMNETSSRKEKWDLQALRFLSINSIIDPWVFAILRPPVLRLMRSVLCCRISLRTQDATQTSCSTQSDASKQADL
# * = called active by the depositor. This is a subset; rates above refer to the full screens.
# Sample of the layout:
smiles,EP2 modulator
COc1ccc(-c2nnc(-c3sc4nc(C)cc(C)c4c3N)o2)cc1OC,-26
COc1cccc(C(=O)Nc2ccc(S(=O)(=O)N3CCCCC3)cc2)c1,-52
COc1cc2cc(C(c3nnnn3C3CCCC3)N3CCCc4ccccc43)c(=O)[nH]c2cc1OC (stereo not drawn),43
Cc1nc(SCC(=O)N2CCC(C)CC2)c2c(C)c(C)sc2n1,-7
CC(C)Nc1nc(NC(C)C)nc(N(C#N)CC#N)n1,-47
COc1ccc(OCC(=O)NNC(=O)c2ccco2)cc1,-22
Cc1ncc(COP(=O)(O)O)c(C)c1O,14

# This part in full (from the top)
smiles,EP2 modulator
COc1ccc(-c2nnc(-c3sc4nc(C)cc(C)c4c3N)o2)cc1OC,-26
COc1cccc(C(=O)Nc2ccc(S(=O)(=O)N3CCCCC3)cc2)c1,-52
COc1cc2cc(C(c3nnnn3C3CCCC3)N3CCCc4ccccc43)c(=O)[nH]c2cc1OC (stereo not drawn),43
Cc1nc(SCC(=O)N2CCC(C)CC2)c2c(C)c(C)sc2n1,-7
CC(C)Nc1nc(NC(C)C)nc(N(C#N)CC#N)n1,-47
COc1ccc(OCC(=O)NNC(=O)c2ccco2)cc1,-22
Cc1ncc(COP(=O)(O)O)c(C)c1O,14
Cn1nnc(NC(=O)c2cc(Cl)ccc2Cl)n1,-44
CCCC(c1nnnn1CC1CCCO1)N(Cc1cc2cccc(C)c2[nH]c1=O)C1CCCCC1 (stereo not drawn),11
C/C(Cl)=C/CSc1nc2c(c(=O)n(C)c(=O)n2C)n1Cc1ccc(F)cc1,42
CC1CCCCN1C(=S)Nc1ccccc1 (stereo not drawn),-39
COc1ccc(C(=O)Nc2ccc(N3CCN(S(C)(=O)=O)CC3)cc2)cc1Cl,-13

# (continued)
smiles,EP2 modulator
CCc1cc2ccc(C)c(C)c2nc1SCC(=O)Nc1nc(C)cs1,51
Cc1nc(NC2CCN(C(=O)c3ccc4c(c3)OCO4)CC2)[nH]c(=O)c1C,-22
O=C(O)CNC(=O)c1cc(=O)[nH]c(=O)[nH]1,-22
CCn1c(SCC(=O)N2CCc3ccccc3C2)nnc1C1CC1,-12
CN(C)c1nc2nonc2nc1N,19
Cc1ccc(-c2nc(CNC(=O)C3(C)CC(c4ccccc4)=NO3)no2)cc1 (stereo not drawn),-102
CCc1cc2cc(C)ccc2nc1SCC(=O)NCCc1ccc(OC)c(OC)c1,43
Cc1cc2sc(N)nc2cc1N,-70
Cn1c(=O)oc2cc(S(=O)(=O)NC3(CN4CCCC4)CCCCC3)ccc21,-58
CCn1cc(C(=O)N2C[C@H](C(=O)OC)[C@@H](c3ccc(F)cc3)C2)cn1,-13
COc1ccc([C@@H]2CN(C(=O)Cc3ccc(F)cc3)C[C@H]2C(=O)O)cc1,6
CN(C)c1ncc(CNC2(c3ccc(Cl)cc3)CC2)cn1,-53

# Next structures follow:
smiles,EP2 modulator
CCc1nn(CC(=O)NC2CC2)c(=O)c2cc3sccc3n12,0
CCOC(=O)Cc1[nH]nc2c1C(c1ccc(Cl)cc1)C(C#N)=C(N)O2 (stereo not drawn),-36
COc1cccc(-c2nc3cnccn3c2NC(C)(C)C)c1OC,-22
CCc1ccc(N2CC(C(=O)Nc3ccc(OC)cc3)CC2=O)cc1 (stereo not drawn),-15
CCOC(=O)c1cnc(SCC(=O)Nc2ccccc2OCC)nc1N,-39
COC(=O)C1=C(C)NC2=C(C(=O)c3ccccc32)C1c1ccc(OCc2ccccc2C#N)c(OC)c1 (stereo not drawn),-20
COc1ccc(NC(C)=O)cc1S(=O)(=O)N1CCN(C)CC1,-1
Cc1cc(NS(=O)(=O)c2ccc(NC(=O)COc3ccc(Cl)c(C)c3)cc2)no1,-6
COc1ccc(-c2nc3cnccn3c2NCc2cccs2)cc1CO,-39
Cc1ccc(N2CCCC2=O)cc1S(=O)(=O)NC1C2CCCCC21 (stereo not drawn),-61
CN(C)C(=O)CN1N=C(C(C)(C)C)Cn2c(cc3ccccc32)C1=O,-48
CCC(=O)N(Cc1ccccc1)Cc1cc2cccc(C)c2n2nnnc12,9

# (listing goes on)
smiles,EP2 modulator
Cc1ccc(CNC(=O)C2CCCN(c3cc(C)nc4ncnn34)C2)cc1 (stereo not drawn),-57
COc1ccc(CNC(=O)C2CCN(c3nc4ccccc4n3C)CC2)c(OC)c1,-64
COCCCNC(=S)N1CCC(NC(=O)Nc2ccc(F)cc2)CC1,-39
Cn1c2ccccc2n2c(=O)n(CC(=O)N3CCOc4ccccc43)nc12,-12
OC1(c2ccccc2F)CCN(Cc2ccnc(N3CCCC3)n2)CC1,-52
CCCCCCCCCCCCCCCC(=O)OC/C=C(C)/C=C/C=C(C)/C=C/C1=C(C)CCCC1(C)C,27
CCn1nc(CC(=O)N2CCC3(CC2)NC(=O)c2cccnc2N3C)c2ccccc2c1=O,-29
CCOC(=O)c1ccc(NC(=O)COC(=O)c2cc3ccccc3o2)cc1,-4
C=CCOc1c(Cl)cc(/C=C2\C(=O)NC(=O)N(c3ccc(O)cc3)C2=O)cc1OC,24
CCN(C(=O)C1CC1)c1nc(-c2ccc(OC)cc2)cs1,6
Cc1ccn(CCNC(=O)CN2C(=O)COc3ccc(C(C)(C)C)cc32)n1,-26
COc1ccc(OC)c(NC(=O)Cn2cc(C(=O)C(C)(C)C)c3ccccc32)c1,9

# Continued; the last 6 above are carried over.
smiles,EP2 modulator
CCn1nc(CC(=O)N2CCC3(CC2)NC(=O)c2cccnc2N3C)c2ccccc2c1=O,-29
CCOC(=O)c1ccc(NC(=O)COC(=O)c2cc3ccccc3o2)cc1,-4
C=CCOc1c(Cl)cc(/C=C2\C(=O)NC(=O)N(c3ccc(O)cc3)C2=O)cc1OC,24
CCN(C(=O)C1CC1)c1nc(-c2ccc(OC)cc2)cs1,6
Cc1ccn(CCNC(=O)CN2C(=O)COc3ccc(C(C)(C)C)cc32)n1,-26
COc1ccc(OC)c(NC(=O)Cn2cc(C(=O)C(C)(C)C)c3ccccc32)c1,9
CNc1nc2c(c(=O)[nH]c(=O)n2C)n1Cc1cccc2ccccc12,0
Cc1cccc(N(CC(=O)Nc2ccc3c(c2)OCCO3)S(C)(=O)=O)c1C,-13
CCC(=O)Nc1ccc(NC(=O)c2ncoc2-c2cccs2)cc1C,-33
OCCCN=C1CCCCC1,13
COc1ccc(NC(=O)CSc2cc(C)c3ccc(C)c(C)c3n2)cc1,-18
CCOC(=O)Cc1[nH]nc2c1C1(C(=O)N(C)c3ccccc31)C(C#N)=C(N)O2 (stereo not drawn),-13
COc1ccc(N2CCN(C(=O)Cn3ncc4cccn4c3=O)CC2)cc1,-25
CC(C)NC(=O)CCSc1nc(-c2ccco2)cc(C(F)(F)F)n1,-57
Cn1c(N2CCCC(C(=O)NCc3cccc(F)c3)C2)nc2ccccc21 (stereo not drawn),-69
COc1ccc(OC)c(CC(=O)N[C@@H](C)Cn2nnc3ccccc32)c1,7
CCC(CN1CCOCC1)NC(=O)Cc1cn(CC)c2ccccc12 (stereo not drawn),-22
Cc1cc(-c2cn[nH]c2C2CCCN(C(=O)c3sc(C)nc3C)C2)on1 (stereo not drawn),-1

# Further structures follow:
smiles,EP2 modulator
Cc1ccccc1/C=C\c1nc(O)c([N+](=O)[O-])c(=O)[nH]1,-80
Fc1ccc(-c2n[nH]c3c2CN(Cc2ccccc2)CC3)cc1,-21
Cc1cc(-c2cncnc2C2CCN(C(=O)CCn3nc(C)cc3C)CC2)on1,9
Cc1c(NC(=O)c2ccncc2)c(=O)n(-c2ccccc2)n1C,15
Cn1c2ccccc2c2nnc(SCC(=O)N3CCCCCC3)nc21,-9
CCc1sc(C2C3=C(CC(C)(C)CC3=O)OC3=C2C(=O)CC(C)(C)C3)cc1[N+](=O)[O-],45
O=C1CCCC2=C1C(c1ccc3c(c1)OCO3)c1c([nH]c(=O)[nH]c1=O)N2 (stereo not drawn),-13
COCCn1c(SC(C)C(=O)OC)nc2c1c(=O)[nH]c(=O)n2C (stereo not drawn),7
COCCNC(=S)N(CCN1CCOCC1)Cc1cc2cc(OC)ccc2[nH]c1=O,1
O=C(CN1CCC(O)(c2ccccn2)CC1)Nc1ccccc1F,-48
Cc1ccc(C)c(N2CCN(CC(O)c3ccc4c(c3)OCCCO4)CC2)c1 (stereo not drawn),-56
Cc1ccccc1C1(O)CCN(C(=O)COc2ncnc3ccccc23)CC1,-35

# (continued)
smiles,EP2 modulator
Cc1noc(C)c1CCC(=O)Nc1ccc(-c2cn3c4c(nnc3n2)CCCC4)cc1,-21
Cc1cc(N2CCCCC2)nc(-c2ccccc2)n1,34
Cc1cccc(C)c1NCc1nnc(SCC(=O)Nc2ccc(Br)cc2)n1C,-34
COCCn1c(SCC(=O)N2CCN(c3ccccc3OC)CC2)nnc1-c1ccco1,16
CCOC(=O)c1c(C)oc2ccc(OCC(=O)NN)cc12,-3
COCCNC(=S)N(CCCO)Cc1cc2cc(OC)ccc2[nH]c1=O,-9
CCOc1cc(C2NC(=O)c3c(sc4c3CCCC4)N2)ccc1OCC(=O)NC1CCCCC1 (stereo not drawn),-61
Cc1cc(C)c2c(N)c(C(=O)N3CCCCC3C)sc2n1 (stereo not drawn),-25
COc1ccc(-n2ncc3c(=O)n(CC(=O)NCc4cccs4)cnc32)cc1,6
COc1ccc(NC(=O)C2CCCN2C(=O)Nc2cccc(C(C)=O)c2)cc1 (stereo not drawn),-13
CCCNC(=O)c1ccc(-c2nn(C)c(=O)c3ccccc23)cc1,-46
O=C(NC(=S)Nc1ccc(I)cc1)c1cccnc1,-30

# Next compounds.
structure	EP2 modulator
CCN(CC)C(=O)C1CCN(Cc2ccccc2OC)CC1	1
Nc1cc(-c2cccs2)nn(CC(=O)N2CCOCC2)c1=O	-5
CCn1nc(CC(=O)NCCn2nnn(-c3ccccc3)c2=O)c2ccccc2c1=O	-10
C=CCNC(=O)c1cc(-c2ccc(Cl)cc2Cl)on1	-15
COc1c(C)cc(S(=O)(=O)N2CC(C)OC(C)C2)c(C)c1C (stereo not drawn)	-67
Cc1ccc2nc(C3CCCCN3C(=O)c3ccncc3)[nH]c2c1 (stereo not drawn)	-28
CCc1cc(=O)[nH]c(NC2CCN(CC(=O)Nc3ccc4c(c3)OCO4)CC2)n1	-17
COc1ccc(CC(=O)Nc2nnc(-c3ccc(OC)c(OC)c3)s2)cc1OC	3
C/C=C1\C(=O)CC2C3CCC4=CC(=O)CC[C@]4(C)C3CC[C@]12C (stereo partly drawn)	40
CCN(Cc1cnc(C)nc1)c1cccc(OCCN2CCOCC2)c1	-17
Cc1cccc(C(=O)N(Cc2cccnc2)Cc2cc3cc(C)ccc3n3nnnc23)c1	7
CCCC(=O)Nc1nnc(C(C)C)s1	0
O=C(C1CCCCC1)N1CCC(c2nc3c(nnn3Cc3ccccc3)c(=O)[nH]2)CC1	-4
C=CC[N+]1(CC#Cc2ccc(C)cc2)CCCCC1	0
CC1(C)CC(=O)C2=C(C1)N(CC(=O)O)C1=C(C(=O)CC(C)(C)C1)C2c1ccccc1	2
CCN(CC)C(C)CN1c2ccccc2Sc2ccccc21 (stereo not drawn)	-36
COC1CCC(C(=O)N2CCC(O)(c3ccccn3)CC2)CC1 (stereo not drawn)	-23
CN(C)CCCN1c2ccccc2Sc2ccc3ccccc3c21	-17
COc1ccc(NC(=S)N(CCN(C)C)Cc2cc3c(C)ccc(C)c3[nH]c2=O)cc1	-72
CC(C)c1ccc2c(c1)CC[C@@H]1[C@](C)(CN)CCC[C@@]21C	-6
CCN(CC)CCN(Cc1cc2cc3c(cc2[nH]c1=O)OCO3)C(=S)NCCCOC	-17
Cc1ccc(Cn2c(SCC(=O)N3CCCCC3)nc3c2c(=O)n(C)c(=O)n3C)cc1	-8
COC(=O)C1=C(C)NC2=C(C(=O)CC(c3ccc(OC)c(OC)c3)C2)C1c1cccs1 (stereo not drawn)	-28
O=C(Cc1c(Cl)cccc1Cl)N1CCC2(CC1)CC(O)(c1ccc(F)cc1)CO2 (stereo not drawn)	-18
CCCOc1ccc(C(=O)Nc2sc3c(c2C#N)CCCC3)cc1	-9
CCn1c(SCC(=O)Nc2cc(OC)ccc2OC)nnc1-c1ccccc1	-8
COc1cc(OC)c(OC)cc1CN1CCN(Cc2cc(OC)c(OC)cc2OC)CC1	6
CC(CCO)[N+]1(C)CC[N+](C)(C)CC1 (stereo not drawn)	-24
Nc1cc(-c2ccco2)nn(CC(=O)N(C2CCCCC2)C2CCCCC2)c1=O	5
COc1cccc(CC(=O)N2CCC(c3ccnc4nc(C(F)(F)F)nn34)CC2)c1	-13

# Continued:
structure	EP2 modulator
Cc1oc(-c2ccc(F)cc2)nc1C(=O)NCc1noc(-c2ccccc2)n1	-108
COc1ccc(/C=C2\C(=O)NC(=O)N(c3cccc(Br)c3)C2=O)cc1	-116
COc1ccc2nc3c(cc2c1)CN(CC1CC1)C(=O)C(C)O3 (stereo not drawn)	-7
CCc1cccc2cc3c(N)c(C(=O)Nc4cc(OC)ccc4OC)sc3nc12	2
c1ccc(CCn2nnnc2CN2CCN3CCCC3C2)cc1 (stereo not drawn)	22
O=C(c1ccc2c(c1)OCCO2)N1CCC[C@H]1Cn1nc(-c2ccccc2)ccc1=O	-31
CC(=O)[C@H](C(=N)C#N)C(=O)Nc1ccccc1	17
CCC(=O)/C=C/n1c(=S)oc2ccccc21	-96
COC(=O)CSc1nnc(-c2cc(OC)cc(OC)c2)o1	-1
CCc1ccc2[nH]c(=O)c(CN(Cc3nnnn3CCc3ccccc3)CC3CCCO3)cc2c1 (stereo not drawn)	50
Cc1cccc(NC(=O)C2CCN(c3cnccn3)CC2)c1C	21
Cc1nc(-c2ccccc2)c(CC(=O)Nc2cc3c(cc2C)OCCO3)s1	-54
CCc1nn(CC(N)=O)c(=O)c2cc3sc(C)cc3n12	-11
Cc1cc2ccccc2n2c(SCc3cc(=O)[nH]c4ccccc34)nnc12	17
C[C@@H](Cn1nnc2ccccc21)NC(=O)c1ccc2c(c1)CCN2S(C)(=O)=O	-41
CCC(CN1CCOCC1)NC(=O)Cc1sc(C)nc1-c1ccc(C)c(C)c1 (stereo not drawn)	-19
O=S(=O)(NCCC(c1ccccc1)c1ccc2c(c1)OCO2)c1cccnc1 (stereo not drawn)	32
